Screening data deposited in PubChem BioAssay by several laboratories.
Pf gamet viab: P. falciparum stage V gametocyte viability inhibition; AID 743093; inhibition, % at 10.9 µM; P. falciparum stage V gametocytes, ATP luminescence, 24 h; hit rate 0.065% among 150,000;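 active = inhibition above the mean plus 3 SD of compounds within the control limits, set per campaign, cut at about 38% in these data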;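 also: 0% = DMSO wells and 100% = medium only without gametocytes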
Mcl-1 Bim block: inhibitors of Bim-Mcl-1 interaction, human | Bead-based flow cytometry, Bim peptide-Mcl-1 binding | AID 1009 | hit rate 0.1% among 190,000 | Q07820 | inhibition, % at 10 µM; in the data active = inhibition above about 40%;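 also: 0% = no compound tracer wells and 100% = peptide blocker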
Avidin fluor: avidin bead compound fluorescence profile; Avidin beads, compound fluorescence 488/530 nm, flow cytometry; stronger effect = higher value; fluorescence (KMESF) at 10 µM; hit rate 0.38% among 220,000; AID 1775; in the data active = fluorescence above about 47; also: inactives centre near 10
RGS4-Gao reg: human RGS4-Galphao interaction regulation | P09471 | Multiplexed bead flow cytometry, RGS4-Galphao binding; actives lie on both sides | binding response (% of control), % at 10 µM | hit rate 0.33% among 220,000; in the data active = binding response below about 49% or above about 150%; inactive = in between;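 also: fluorescent Galphao activated with aluminum fluoride binding bead-coupled RGS4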
Target sequence (P09471 whole entry, looked up): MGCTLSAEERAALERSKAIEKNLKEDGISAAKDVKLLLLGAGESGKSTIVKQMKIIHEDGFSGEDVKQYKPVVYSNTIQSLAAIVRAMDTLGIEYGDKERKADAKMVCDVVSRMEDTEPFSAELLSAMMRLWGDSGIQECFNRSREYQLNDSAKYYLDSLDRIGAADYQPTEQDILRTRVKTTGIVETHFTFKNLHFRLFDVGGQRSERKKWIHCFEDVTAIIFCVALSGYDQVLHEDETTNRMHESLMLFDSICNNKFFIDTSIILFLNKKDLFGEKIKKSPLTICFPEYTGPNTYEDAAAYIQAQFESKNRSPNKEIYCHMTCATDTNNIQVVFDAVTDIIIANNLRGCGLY
GSH bead fluor: GSH bead compound fluorescence profile; hit rate 0.25% among 190,000; AID 1776; GSH beads flow cytometry, compound fluorescence 488/530 nm; stronger effect = higher value; fluorescence (KMESF) at 10 µM; in the data active = fluorescence above about 89;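 also: glutathione beads carrying GST-tagged Bcl family fusion proteins plus one bare bead set; values are compound well signal with DMSO vehicle wells as background; inactives centre near 16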
RGS7-Gao reg: human RGS7-Galphao interaction regulation | P09471 | Multiplexed bead flow cytometry, RGS7-Galphao binding; actives lie on both sides | binding response (% of control), % at 10 µM | hit rate 0.35% among 220,000 | AID 1439; in the data active = binding response below about 49% or above about 150%; inconclusive = no clear call, values can overlap the other calls; inactive = in between;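 also: fluorescent Galphao held in activated GDP-AlF4 state binding bead-coupled RGS7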
RGS8-Gao reg: regulators of human RGS8-Galphao interaction; P09471; multiplexed bead flow cytometry, RGS8-Galphao binding; actives lie on both sides; response (percent of control binding), % at 10 µM; hit rate 0.34% among 220,000; AID 1423; in the data active = response below about 60% or above about 140%; inactive = in between;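 also: Galphao activated as the GDP aluminium fluoride complex binding bead-coupled RGS8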
Mcl1-Bid inh: disrupts binding of human Mcl-1 to Bid peptide | TR-FRET Mcl-1/Bid-Dy647 peptide binding, 1536-well | AID 1021 | inhibition, % at 21.7 µM | hit rate 0.97% among 220,000 | Q07820;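 active = compounds that cut the binding signal by more than half at the single screening dose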;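 also: His-tagged Mcl-1 with europium anti-His antibody binding Bid BH3 peptide; 0% = Mcl-1 plus peptide wells and 100% = peptide-only wells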
ABCB1 block: inhibitors of human ABCB1 transporter, ABCG2 counter-screen. P08183. CCRF-Adr cells, JC-1 efflux, flow cytometry. inhibition, % at 6.6 µM. hit rate 0.067% among 190,000; in the data active = inhibition above about 40%;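 also: 0% = vehicle and 100% = reference inhibitor; higher value means more JC-1 retained so stronger ABCB1 efflux block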
ABCG2 inh: human ABCG2 inhibition, ABCB1 as counter-screen | AID 1325 | IgMXP3 cells, JC-1 efflux, flow cytometry | Q9UNQ0 | inhibition, % at 6.6 µM | hit rate 0.1% among 190,000;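 active = inhibition above 80%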;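 also: 0% = DMSO and 100% = nicardipine control wells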
Target sequence (Q9UNQ0 whole entry, looked up): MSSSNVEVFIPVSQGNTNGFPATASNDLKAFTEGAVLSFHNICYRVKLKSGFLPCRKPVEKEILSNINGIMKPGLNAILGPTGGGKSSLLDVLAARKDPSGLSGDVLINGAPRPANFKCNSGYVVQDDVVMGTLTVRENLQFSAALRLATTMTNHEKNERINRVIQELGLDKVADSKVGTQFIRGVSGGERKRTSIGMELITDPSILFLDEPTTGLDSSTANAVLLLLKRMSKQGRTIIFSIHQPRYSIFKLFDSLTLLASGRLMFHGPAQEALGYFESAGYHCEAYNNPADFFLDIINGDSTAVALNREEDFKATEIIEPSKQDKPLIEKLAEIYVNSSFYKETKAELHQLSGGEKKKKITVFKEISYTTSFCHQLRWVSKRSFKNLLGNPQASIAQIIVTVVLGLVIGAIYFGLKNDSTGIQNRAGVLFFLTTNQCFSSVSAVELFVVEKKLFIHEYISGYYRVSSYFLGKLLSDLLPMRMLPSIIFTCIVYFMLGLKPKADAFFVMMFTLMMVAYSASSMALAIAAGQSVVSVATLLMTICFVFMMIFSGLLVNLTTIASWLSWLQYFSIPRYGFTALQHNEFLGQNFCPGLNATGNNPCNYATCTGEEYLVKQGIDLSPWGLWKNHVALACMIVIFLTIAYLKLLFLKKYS
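Test system: IgMXP3 (ABCG2) plus far-red-tagged CCRF-Adr (ABCB1) cells / Amount: 3 million cells/mL in well / Reagent: JC-1 transporter substrate / Timing: 10 min compound exposure, 25 °C / Signal: flow cytometry, 530 nm JC-1 signal / Read-out: percent efflux inhibition, scaled nicardipine 100% to DMSO 0% / Benchmarks: nicardipine as high control, DMSO as low control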
Mcl1-Noxa inh: disrupts binding of human Mcl-1 to Noxa peptide; hit rate 1.5% among 220,000; TR-FRET Mcl-1/Noxa peptide binding, 2 h; inhibition, % at 21.7 µM;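 active = compounds that cut the protein-peptide binding signal by more than 50% relative to plate controls in a single-dose test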;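 also: His-tagged Mcl-1 with rhodamine Noxa BH3 peptide and terbium anti-His antibody; 0% = Mcl-1 plus Noxa peptide wells and 100% = peptide-only wells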
An asterisk follows results filed as active; u = inconclusive; x = no result given; [ ] = dose if it differs, or a comment.

SMILES,Pf gamet viab,Mcl-1 Bim block,Avidin fluor,RGS4-Gao reg,GSH bead fluor,RGS7-Gao reg,RGS8-Gao reg,Mcl1-Bid inh,ABCB1 block,ABCG2 inh,Mcl1-Noxa inh
O=C1CSC(=Nc2ccccc2[N+](=O)[O-])N1,9,0,12,105,18,104,100,-2,0.6,2,6
CC1CC(=O)Nc2ccccc2N1S(=O)(=O)c1cccc(Cl)c1 (stereo not given),24,-1,15,100,10,97,100,-9,1.1,5,3
CCOC(=O)c1cc(-c2cc3ccccc3o2)n[nH]1,x,-4,35,97,46,97,98,8,1.2,7,-1
COC(=O)c1cc2n(n1)CCN(Cc1ccc(F)cc1)C2=O,-12,1,40,101,10,98,99,-4,0.4,4,-7
CCOc1ccc(C(=S)N2CCOCC2)cc1OCC,x,-5,15,98,31,110,96,-19,-2.1,-5,13
Cc1nc(C(=O)Nc2ccccc2Cl)cc2c1[nH]c1ccccc12,10,0,12,98,27,98,98,22,0.5,36,10
CCCOc1nc(C)cc(COC)c1C(N)=O,3,0,9,93,17,u,93,-21,0.6,2,16
N=C1/C(=C\c2ccc(-c3cccc(Cl)c3)o2)C(=O)N=C2SC=C(c3ccccc3)N12,24,-2,20,93,11,97,96,-24,-3.0,-23,51*
CCSC1(SCC)N=C(N)C2(C#N)C(c3ccccc3)NC3=C(CCC3)C12C#N (stereo not given),x,0,7,104,4,103,101,-54,0.0,0,-1
CN1C(=O)NC(NS(=O)(=O)c2ccc(N)cc2)(C(F)(F)F)C1=O (stereo not given),3,-1,11,97,13,u,102,-11,1.5,16,5
COc1cc(/C=N/NC(=O)c2ccc(CN3c4cccc5cccc(c45)S3(=O)=O)cc2)cc(OC)c1O,-14,0,9,101,16,u,99,82*,-0.5,0,72*
CCOC(=O)C(=O)NNc1ccc(F)cc1,2,x,7,96,x,u,100,-29,x,x,-43

The final 2 compounds of the section before lead into the next.
SMILES,Pf gamet viab,Mcl-1 Bim block,Avidin fluor,RGS4-Gao reg,GSH bead fluor,RGS7-Gao reg,RGS8-Gao reg,Mcl1-Bid inh,ABCB1 block,ABCG2 inh,Mcl1-Noxa inh
COc1cc(/C=N/NC(=O)c2ccc(CN3c4cccc5cccc(c45)S3(=O)=O)cc2)cc(OC)c1O,-14,0,9,101,16,u,99,82*,-0.5,0,72*
CCOC(=O)C(=O)NNc1ccc(F)cc1,2,x,7,96,x,u,100,-29,x,x,-43
CCOc1ccc(NC(=S)NNC(=O)CC(C)O)cc1 (stereo not given),-4,-2,6,101,13,97,100,-41,0.0,0,-1
CCOc1cc(N2CCOCC2)c(OCC)cc1NC(=O)CSc1cccc[n+]1[O-],x,0,4,102,32,99,99,0,0.1,0,15
Cc1c(NC(=O)c2ccc(Br)s2)c(=O)n(-c2ccccc2)n1C,18,-1,8,101,17,u,100,-33,0.3,6,8
COc1cc2c(cc1OC)C1=C(C#N)COCN1CC2,x,-3,41,101,13,105,101,-26,0.2,2,5
Cc1cc(=O)[nH]c(SCC(=O)O)c1C#N,x,-3,15,104,35,105,104,3,2.8,4,20
COc1cc(S(=O)(=O)NCC2CCCO2)ccc1Br (stereo not given),-36,-3,10,106,7,107,105,-6,0.5,2,3
CC(=O)Nc1nc2c(c3c1c(=O)oc1ccccc13)CCCC2,x,-1,33,98,46,100,99,-7,0.5,1,0
CCOC(=O)C1=C(CNCc2ccccc2Cl)NC(=O)NC1c1cccc([N+](=O)[O-])c1 (stereo not given),16,1,8,104,20,102,105,-2,1.2,4,10
O=C(Cn1c(NCCO)nc2ccccc21)c1ccccc1,-24,1,3,100,18,99,101,-5,-0.3,-1,4
CCCc1c(NC(=O)Nc2ccc(F)cc2)cnn1-c1ccc(Cl)cc1,-10,x,7,97,x,u,98,-12,x,x,-11
N#CCC(=O)NCC1(c2ccccc2)CCCC1,9,-1,14,99,28,98,101,-10,-2.6,-3,-8
CN(C)CCNC(=O)/C(=C/c1ccc(-c2ccc(Cl)cc2)o1)NC(=O)c1ccccc1,9,-6,3,183*[activator],11,186*[activator],163*[activator],-5,0.7,6,6
C=C(C)C(=O)Nc1ccc(NC(C)C)cc1,x,x,9,99,x,u,102,-32,x,x,15
NC(=O)C1(N2CCCCC2)CCN(C(=S)Nc2ccc(F)cc2)CC1,1,-1,3,103,6,97,103,-19,0.3,2,15
COc1cccc(CNC(=O)CCNS(=O)(=O)c2cccc3nsnc23)c1,-28,-2,10,104,73,102,104,-13,1.1,4,2
N=c1c(C(=O)NCc2ccc(F)cc2)cc2c(=O)n3ccccc3nc2n1CCCN1CCOCC1,x,-3,35,95,22,94,96,-9,0.6,42,21
COc1ccc(C2C(=O)N(C3CCCCCC3)CC(=O)N2Cc2ccccc2)cc1OC (stereo not given),x,0,10,97,25,97,97,-7,2.8,1,-7
O=C(c1cccnc1)n1nc(-c2ccco2)nc1NCc1cccs1,4,-2,11,102,13,98,101,-19,0.3,14,22
CC(C)CCN(C(=O)Cc1ccc(Cl)c(Cl)c1)c1c(N)n(Cc2ccccc2)c(=O)[nH]c1=O,1,0,13,104,16,u,103,-4,-0.3,4,2
Cc1cc(Nc2ccc(C)c(F)c2)n2ncnc2n1,x,-1,30,104,23,104,102,-10,-0.1,0,-1
Cc1ccc2c(c1)N/C(=C(\C=C(/Cl)[N+](=O)[O-])[N+](=O)[O-])N2,x,0,9,99,16,100,105,10,-1.0,-2,59*
Cc1ccc(CN(C(=O)c2sc3ccccc3c2Cl)C2CCS(=O)(=O)C2)cc1 (stereo not given),-25,-4,7,103,21,102,105,1,2.5,9,12
O=C1Cc2ccccc2C(=O)N1OCc1ccc(Cl)cc1Cl,15,0,11,99,17,103,101,-45,-1.3,-5,9
Cc1ccc(C(=O)N2CCC3(CC2)Oc2ccc(F)cc2C(=O)C32CC(c3ccc(Cl)cc3)=NO2)s1 (stereo not given),x,x,26,109,x,u,102,-36,x,x,-1
COc1ccc(S(=O)(=O)N2CCN(C(=O)CCC3CCCC3)CC2)cc1,x,-2,11,98,12,97,102,8,1.1,2,8
CC(C)OC(=O)C1CC(C)(O)C(=O)C(C(=O)OC(C)C)C1c1ccc([N+](=O)[O-])cc1 (stereo not given),-9,-2,12,101,13,102,101,-5,0.6,-1,3
CC(=O)Nc1ccc(S(=O)(=O)N2CCN(Cc3nc4sc(C)c(C)c4c(=O)[nH]3)CC2)cc1,-9,x,10,97,x,u,97,-21,x,x,-21
Cc1ccc(OCc2nc3c4c(ncn3n2)-c2ccccc2CC42CCCC2)cc1,-3,-17,7,104,18,101,102,-6,0.5,8,9
Cn1c(=O)[nH]c(=O)c2c1nc(N1CCN(Cc3ccccc3)CC1)n2CCCc1ccccc1,x,1,15,108,21,109,107,-32,0.5,1,-3
CCCCC(=O)NC(=S)NNC(=O)CCc1ccccc1,-12,x,16,100,x,u,98,-97,x,x,-115
c1ccc(OCCCn2nnc(-c3ccncc3)n2)cc1,x,-1,10,103,8,103,102,-4,-0.2,0,0
CC(C)Cc1cc(C(=O)N2CCN(c3ccc(F)cc3)CC2)no1,x,-6,5,99,18,99,97,-18,-1.5,-3,-10
Cc1nc(SCC(=O)NC2CCCC2)[nH]c(=O)c1Cc1ccccc1,-25,-1,13,99,24,96,101,-1,-0.5,4,6
Cc1ccc2c(c1)c1c(n2CC(O)Cn2c(C)nc3ccccc32)CCCC1 (stereo not given),x,2,7,102,23,98,100,-23,0.8,0,8
Cc1noc(C)c1NC(=O)N1CCN(Cc2ccccc2)CC1,-20,x,4,94,x,u,98,-32,x,x,23
C=CCNC(=O)C(=O)N/N=C/c1ccco1,-18,1,17,110,10,108,93,-5,-0.4,0,5

4 entries from above, sorted by the value under Avidin fluor, lowest first:
SMILES	Mcl-1 Bim block	Avidin fluor	RGS4-Gao reg	GSH bead fluor	RGS7-Gao reg	RGS8-Gao reg	Mcl1-Bid inh	Mcl1-Noxa inh
Cc1noc(C)c1NC(=O)N1CCN(Cc2ccccc2)CC1	x	4	94	x	u	98	-32	23
Cc1ccc(OCc2nc3c4c(ncn3n2)-c2ccccc2CC42CCCC2)cc1	-17	7	104	18	101	102	-6	9
Cc1nc(SCC(=O)NC2CCCC2)[nH]c(=O)c1Cc1ccccc1	-1	13	99	24	96	101	-1	6
C=CCNC(=O)C(=O)N/N=C/c1ccco1	1	17	110	10	108	93	-5	5

The list goes on.
SMILES,Pf gamet viab,Mcl-1 Bim block,Avidin fluor,RGS4-Gao reg,GSH bead fluor,RGS7-Gao reg,RGS8-Gao reg,Mcl1-Bid inh,ABCB1 block,ABCG2 inh,Mcl1-Noxa inh
COC(=O)CSc1nc2ccccc2o1,x,0,25,108,18,101,104,6,0.4,4,16
COc1cc(OC)cc(C(=O)N[C@H](C(=O)Nc2nc(-c3cc(OC)ccc3OC)cs2)C(C)C)c1,16,0,7,100,19,100,91,-17,4.7,47,1
Nc1cccnc1Oc1ccc(F)cc1F,-4,x,6,103,x,u,102,-8,x,x,-6
[O-]/C(=C(\C(=S)Nc1cccc2ccccc12)[n+]1ccccc1)c1ccc(Cl)s1,15,-5,4,99,9,99,100,-43,-0.9,-6,-23
Cn1cccc1Cc1nnc(SCC(=O)N2CCCC2)n1CCc1ccccc1,x,-1,6,107,27,105,109,-32,0.1,0,15
Cc1ccc(C(=O)NS(=O)(=O)c2ccc(C)cc2)cc1,14,x,2,104,x,u,101,-9,x,x,5
CC(C)(C)NC(=O)CSc1nnc(-c2ccncc2)n1Cc1ccccc1,14,-1,16,107,37,107,110,-22,1.1,3,12
CN(C(=O)CSc1nnc(-c2ccccc2)c(-c2ccccc2)n1)C1CCS(=O)(=O)C1 (stereo not given),-3,0,11,101,11,99,100,2,1.5,26,-6
COc1ccc(C(C)(C)C)cc1NC(=O)COC(=O)c1ncc(Cl)c(Cl)c1Cl,-1,-3,6,102,19,96,100,-22,0.6,32,-9
COc1cc([N+](=O)[O-])ccc1NC(=S)N1CCN(c2ccccn2)CC1,x,-5,14,95,10,99,96,-29,1.4,13,-4
N#Cc1cnn(-c2ccccc2)c1N,x,3,9,101,7,97,99,-16,0.2,0,3

Profiles as entered above. Values in the order: Pf gamet viab | Mcl-1 Bim block | Avidin fluor | RGS4-Gao reg | GSH bead fluor | RGS7-Gao reg | RGS8-Gao reg | Mcl1-Bid inh | ABCB1 block | ABCG2 inh | Mcl1-Noxa inh
Cc1noc(C)c1NC(=O)N1CCN(Cc2ccccc2)CC1 across the screens: -20 | x | 4 | 94 | x | u | 98 | -32 | x | x | 23
COc1cc(S(=O)(=O)NCC2CCCO2)ccc1Br (stereo not given) across the screens: -36 | -3 | 10 | 106 | 7 | 107 | 105 | -6 | 0.5 | 2 | 3
